Source: PubChem
MEKK2 mut-MEK5: signal of MEK5 binding to mutant human MEKK2 PB1 domain | bead flow cytometry, Alexa488-MEK5 binding to MEKK2 mutant | percent response, % at 10 µM | 290,000 tested, 0.35% active | AID 1530; in the data active = percent response above about 24%, passing the limit was not always enough; also: inactives centre near 1; some results filed as inactive read as strong as hits; reference of the scale not given here
GPR7 antagonist: antagonists of human GPR7 (neuropeptides B/W receptor 1) | AID 1861 | GPR7-expressing cells, fluorescence antagonist assay | inhibition, % at 4.4 µM | P48145 | 290,000 tested, 1.1% active; in the data active = inhibition above about 16%, passing the limit was not always enough;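 also: cells stimulated with the agonist NPW; 0% = agonist with vehicle and 100% = vehicle without agonist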
Target sequence (P48145 whole entry, looked up): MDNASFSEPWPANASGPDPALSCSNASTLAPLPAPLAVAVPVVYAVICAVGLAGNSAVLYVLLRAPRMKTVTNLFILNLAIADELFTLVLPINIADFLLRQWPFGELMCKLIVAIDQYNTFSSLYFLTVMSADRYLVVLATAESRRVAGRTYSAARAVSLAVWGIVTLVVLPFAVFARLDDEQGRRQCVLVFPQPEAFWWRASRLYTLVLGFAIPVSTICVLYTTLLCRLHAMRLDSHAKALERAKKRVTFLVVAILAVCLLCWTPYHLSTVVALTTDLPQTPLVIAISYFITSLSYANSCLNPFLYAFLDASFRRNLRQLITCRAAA
DNA FID counter: fluorescent intercalator displacement, NS3 helicase counter-screen; 290,000 tested, 0.17% active; DNA fluorescent intercalator displacement, fluorescence; AID 1845; inhibition, % at 7.9 µM; in the data active = inhibition above about 37%;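 also: 0% = vehicle and 100% = reference compound; higher means more ethidium bromide displaced from hairpin DNA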
OXTR agonist: human OXTR agonism; P30559; CHO-OTR cells, Fluo-8 calcium fluorescence; normalized: DMSO 0%, oxytocin 100%; activation, % at 3 µM; 320,000 tested, 0.32% active; AID 2435;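 active = activation above the mean of all tested compounds plus 3 SD, cutoff set per screening run, cut at about 20% in these data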;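 also: peak over basal fluorescence ratio from a 100 s FLIPR kinetic read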
MEKK2wt PB1 HTS: raises or lowers MEK5 binding to wildtype human MEKK2 PB1 domain. bead flow cytometry, Alexa488-MEK5 binding to MEKK2 WT; actives lie on both sides. 290,000 tested, 1.1% active. binding response (% of control), % at 10 µM. Q9Y2U5; in the data active = binding response below about 67% or above about 130%
MEKK3 PB1 HTS: raises or lowers MEK5 binding to the human MEKK3 PB1 domain; bead-based flow cytometry, Alexa488-MEK5 binding to MEKK3; actives lie on both sides; 0 = blocked by unlabeled MEK5, 100 = vehicle; binding response (% of control), % at 10 µM; 290,000 tested, 1.4% active;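 active = binding response more than 3 SD above or below the average of its plate-row segment, actives on both sides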;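 also: Alexa488 bead fluorescence after subtracting the streptavidin-only scavenger bead signal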
Target sequence (Q99759 whole entry, looked up, the tested form may be a part): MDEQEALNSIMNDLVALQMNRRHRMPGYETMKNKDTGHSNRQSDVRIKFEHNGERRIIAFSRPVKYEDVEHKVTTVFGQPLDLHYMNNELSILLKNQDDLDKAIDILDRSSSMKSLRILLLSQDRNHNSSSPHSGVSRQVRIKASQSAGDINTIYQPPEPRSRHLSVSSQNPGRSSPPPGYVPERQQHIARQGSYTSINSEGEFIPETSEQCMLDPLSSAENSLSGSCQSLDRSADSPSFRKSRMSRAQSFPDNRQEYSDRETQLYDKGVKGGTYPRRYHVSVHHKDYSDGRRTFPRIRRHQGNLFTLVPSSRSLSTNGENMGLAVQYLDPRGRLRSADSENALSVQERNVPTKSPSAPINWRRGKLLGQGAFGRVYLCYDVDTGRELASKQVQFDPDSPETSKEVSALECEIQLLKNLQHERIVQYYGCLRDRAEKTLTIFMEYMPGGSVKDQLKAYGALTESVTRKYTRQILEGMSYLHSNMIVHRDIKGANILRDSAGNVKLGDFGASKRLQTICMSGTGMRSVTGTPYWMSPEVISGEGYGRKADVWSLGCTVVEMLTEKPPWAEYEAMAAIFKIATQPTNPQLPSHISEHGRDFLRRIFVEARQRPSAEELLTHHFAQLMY
NALP1 yeast inh: blocks the NALP1 inflammasome reconstituted in yeast; S. cerevisiae NALP1/ASC/caspase-1 growth, X-gal OD620, 72 h; 280,000 tested, 0.61% active; inhibition, % at 10 µM; in the data active = inhibition mostly above about 24%, no sharp cut-off; inactive = mostly below about 32%; also: some compounds called inactive have numbers as strong as hits
PHOSPHO1 inh: PHOSPHO1 (human) inhibition | recombinant PHOSPHO1, absorbance phosphatase assay | inhibition, % at 13.3 µM | 290,000 tested, 1.1% active | AID 1565; in the data active = inhibition above about 60%
PfM18AAP inh: blocks P. falciparum M18 aspartyl aminopeptidase; recombinant PfM18AAP, H-Glu-NHMec fluorogenic cleavage; inhibition, % at 7.35 µM; 290,000 tested, 1.2% active;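 active = inhibition above the campaign mean inhibition over all tested compounds plus 3 SD, cut at about 28% in these data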;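 also: 0% = plate median of test compound wells and 100% = 2 mM ZnCl2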
The depositor's hits bear a star; / = no result given.

SMILES | MEKK2 mut-MEK5 | GPR7 antagonist | DNA FID counter | OXTR agonist | MEKK2wt PB1 HTS | MEKK3 PB1 HTS | NALP1 yeast inh | PHOSPHO1 inh | PfM18AAP inh
Cn1nc(C(F)(F)F)cc1Oc1ncc(C(F)(F)F)cc1Cl | -1 | -6 | -5 | 0.0 | 106 | 112 | 7 | 16 | -2
Cc1c(NC(=O)Cn2nc(C(=O)O)c3ccccc3c2=O)c(=O)n(-c2ccccc2)n1C | 5 | -5 | -5 | 0.8 | 103 | 103 | / | 0 | -1
Cc1ccc(C(=O)c2ccccc2C(=O)O)s1 | 5 | -2 | 4 | 1.5 | 106 | 103 | 10 | 42 | 1
CCN(CC)C(=O)CSc1nnc([C@H](Cc2c[nH]c3ccccc23)NC(=O)OC(C)(C)C)o1 | 1 | -5 | -36 | 4.8 | 96 | 94 | 15 | 18 | 3
CCN1CCN(C(c2ccc(OC)c(OC)c2)c2nnnn2C(C)(C)C)CC1 (stereo unspecified) | 9 | -4 | 3 | / | 103 | 103 | 16 | -16 | 0
CCOC(=O)C1(Cc2cccc(Cl)c2)CCCN(C(=O)c2cc(C)n(C)n2)C1 (stereo unspecified) | 6 | -6 | -48 | -1.2 | 105 | 104 | 14 | -31 | -5
CC1CCN(CC(=O)Nc2ccc(S(=O)(=O)N3CCCC(C)C3)cc2)CC1 (stereo unspecified) | -1 | 23 | 28 | / | 107 | 104 | 18 | 20 | 13
Cc1ccc(Cn2ncc3c(N4CCN(Cc5ccc(Cl)cc5)CC4)ncnc32)cc1 | / | 1 | -10 | 0.4 | / | / | -12 | 24 | 1
CCOC(=O)c1nnsc1Nc1ccc(C)c(C)c1 | -11 | 5 | -11 | -2.2 | 84 | 95 | -1 | 16 | 12
COc1ccc(OC)c(C(c2nnnn2Cc2ccccc2)N2CCN(C)CC2)c1 (stereo unspecified) | 7 | -10 | 7 | -1.1 | 99 | 97 | 6 | 3 | -9

Part of the list above, with two lines to a compound:
Every second line gives: MEKK2 mut-MEK5	GPR7 antagonist	DNA FID counter	OXTR agonist	MEKK2wt PB1 HTS	MEKK3 PB1 HTS	NALP1 yeast inh	PHOSPHO1 inh	PfM18AAP inh
- CC1CCN(CC(=O)Nc2ccc(S(=O)(=O)N3CCCC(C)C3)cc2)CC1 (stereo unspecified)
→ -1	23	28	/	107	104	18	20	13
- Cc1ccc(Cn2ncc3c(N4CCN(Cc5ccc(Cl)cc5)CC4)ncnc32)cc1
→ /	1	-10	0.4	/	/	-12	24	1
- CCOC(=O)c1nnsc1Nc1ccc(C)c(C)c1
→ -11	5	-11	-2.2	84	95	-1	16	12
- COc1ccc(OC)c(C(c2nnnn2Cc2ccccc2)N2CCN(C)CC2)c1 (stereo unspecified)
→ 7	-10	7	-1.1	99	97	6	3	-9

Additional compounds
SMILES | MEKK2 mut-MEK5 | GPR7 antagonist | DNA FID counter | OXTR agonist | MEKK2wt PB1 HTS | MEKK3 PB1 HTS | NALP1 yeast inh | PHOSPHO1 inh | PfM18AAP inh
Cc1cc(C)c(C(=O)c2ccc(C(=O)N(C(C)C)C(C)C)cc2)c(C)c1 | 5 | -2 | -37 | -1.6 | 107 | 108 | -1 | -5 | -5
CC(C)c1csc(CN2CCC(CCC(=O)NCC3CCCO3)CC2)n1 (stereo unspecified) | 5 | -9 | -6 | 0.8 | 104 | 102 | 16 | 33 | -1
COc1ccc(C(CC(=O)c2ccc(C)cc2)C(C#N)C#N)cc1OC (stereo unspecified) | -1 | -6 | -26 | -2.5 | 103 | 102 | 16 | -2 | 8
O=C(N/N=C/c1cccc(O)c1)N/N=C/c1cccc(O)c1 | 0 | 3 | -9 | 0.1 | 100 | 96 | 15 | 42 | 4
COCCn1c(SCC(=O)Nc2ccc(F)cc2)nc2ccccc2c1=O | 10 | -5 | -25 | -1.9 | 102 | 100 | 10 | 41 | 0
CC(C)(C)SCCNC(=O)CSc1ccccc1 | 7 | -15 | -12 | -1.9 | 106 | 108 | / | / | 3
N#Cc1ccsc1NC(=O)c1cnccn1 | -3 | -1 | 1 | -0.6 | 95 | 69 | / | / | -1
O=C(c1ccccc1)N1CCN(CC(O)COc2cccc3ccccc23)CC1 (stereo unspecified) | 6 | 2 | -20 | 0.0 | 109 | 105 | 9 | 8 | 0
Cc1cc(=O)c(C(=O)O)cn1Nc1ccc(Cl)cc1 | 6 | 6 | -1 | 0.0 | 115 | 107 | 13 | 4 | 13
COc1ccc(-c2nc3ccccn3c2CN2CCN(c3ccccc3F)CC2)cc1 | 3 | -9 | -4 | -2.3 | 102 | 101 | 1 | 0 | -6
O=C(Nc1ccc2oc(-c3ccncc3)nc2c1)c1c(F)c(F)c(F)c(F)c1F | 3 | -15 | -6 | 0.7 | 108 | 103 | -5 | 4 | 3
Cc1cc(NC(=O)CSc2ncn[nH]2)no1 | -8 | -1 | 5 | 1.6 | 91 | 94 | 6 | 37 | 19
COCCCNC(=O)/C(=C\c1cccn1C)NC(=O)c1cccs1 | -2 | -4 | -10 | -1.2 | 102 | 98 | 23 | -15 | -13
Cc1cccc(C)c1NC(=O)CSc1nnc(-c2ccoc2C)n1C | 2 | -3 | -4 | -0.5 | 99 | 98 | -21 | 1 | -1
CC(=O)Nc1cc(NC(C)=O)cc(C(=O)OCC(=O)Nc2ccc(S(=O)(=O)NC3=NCCCCC3)cc2)c1 | -2 | 1 | -25 | -0.4 | 99 | 100 | 9 | -18 | 0
Cc1ccccc1S(=O)(=O)Cc1ccc(C(=O)NC2CC2)o1 | 2 | -2 | -6 | 0.6 | 100 | 103 | 11 | 23 | -5
CC1=C(C(=O)Nc2ccccc2F)C(c2cccs2)C2=C(CCCC2=O)N1 (stereo unspecified) | 0 | -3 | -4 | -0.7 | 104 | 104 | 5 | 19 | -12
Nc1nc(SCC(=O)N2CCCC2)[nH]c(=O)c1NC(=O)c1ccco1 | 7 | 4 | 1 | 1.4 | 111 | 113 | 21 | 38 | 1
CCOC(=O)C1CCCN(C(=O)C(=O)c2cn(CC(=O)N3CCOCC3)c3ccccc23)C1 (stereo unspecified) | 5 | -20 | -28 | -1.2 | 103 | 99 | 0 | 32 | -9
CCCCNC(=O)N1CCN(Cc2cccc(F)c2)CC1 | 2 | -13 | -3 | -0.4 | 102 | 103 | -4 | 32 | -1
Cc1ccccc1OCCSc1nc2ncnc(N)c2[nH]1 | -8 | -10 | -1 | 0.4 | 85 | 87 | 8 | 59 | -13
O=C(N/N=C/c1ccc(F)cc1)c1cccc(NC(=O)c2ccc(F)cc2)c1 | -4 | -9 | -10 | 2.5 | 102 | 108 | 8 | 19 | -5
COCCNCCOCCOc1cccc(OC)c1 | 11 | -6 | 3 | 1.5 | 107 | 104 | -20 | 13 | -5
CN(C)S(=O)(=O)c1cccc(C(=O)OCC(=O)Nc2ccccc2OC(F)F)c1 | 3 | 2 | -7 | 1.9 | 105 | 98 | 4 | -5 | -1
CC(=O)Nc1cccc(-c2cc(-c3c(Cl)cccc3Cl)no2)c1 | -9 | -11 | -14 | 0.9 | 94 | 97 | / | 27 | -6
Cc1sc(NC(=O)c2ccco2)c(C(=O)c2ccc(Cl)cc2)c1C | -2 | 0 | -5 | -2.0 | 98 | 99 | 21 | 5 | 1
O=C(Cc1ccc(Cl)cc1)Nc1ccc2oc(=O)ccc2c1 | -12 | 14 | -4 | 1.5 | 97 | 97 | / | -17 | 2
CCOC(=O)C1CCN(c2c(C(=O)c3ccccc3)cnc3ccc(CC)cc23)CC1 | 8 | -27 | -9 | -2.3 | 98 | 109 | 18 | 28 | -9
Cc1nn(C)c(C(=O)NNC(=S)NCc2ccco2)c1Cl | 3 | -7 | -5 | -0.2 | 94 | 96 | -18 | -21 | -4
COc1ccccc1N1CCN(S(=O)(=O)c2cccs2)CC1 | 5 | 3 | -7 | -1.4 | 104 | 101 | 4 | -7 | 4
O=C(COC(=O)c1cc([N+](=O)[O-])ccc1N1CCOCC1)NCCc1ccccc1 | 6 | -6 | -21 | -0.4 | 110 | 105 | 4 | 38 | -2
COc1ccc(S(=O)(=O)NCCc2csc(C)n2)cc1C | 6 | 5 | -4 | -0.4 | 105 | 107 | 17 | 3 | 13
CC(C)(C)c1ccc(N2C(=O)Cc3c2nc(N)c(C#N)c3N)cc1 | 2 | -8 | -7 | -0.8 | 97 | 100 | 27 | -7 | 2
CC(=O)NCc1ccc(S(=O)(=O)NC2CCN(Cc3ccccc3)CC2)cc1 | 1 | -10 | -2 | 0.5 | 102 | 97 | / | -40 | 1
Cc1cc(OCC(=O)Nc2ccncc2)cc(C)c1Br | 3 | 20 | -3 | 14 | 113 | 104 | 2 | 5 | -7
COc1ccc(OC)c(NC(=O)CCNS(=O)(=O)c2cc(Br)cnc2N)c1 | 8 | 13 | -13 | -1.7 | 99 | 104 | 0 | 41 | 3
N#Cc1cccn1-c1nccc(-c2cccs2)n1 | 7 | -10 | -3 | -1.6 | 131 | 149* | -7 | 7 | -1
CCOc1ccc(NC(=O)C(=O)NCCN2CCN(S(=O)(=O)c3ccccc3)CC2)cc1 | 3 | -12 | -17 | 0.5 | 98 | 101 | -1 | 4 | -8
C=CCC(CC=C)(NC(=O)c1ccccc1C(=O)O)c1ccccc1 | 0 | -6 | -3 | 0.2 | 104 | 103 | 20 | -22 | 6
O=C(CSc1nnnn1-c1ccc(O)cc1)NC1CCCCC1 | -5 | -11 | -6 | 3.5 | 100 | 104 | 15 | 26 | 1
CCOc1ccc(S(=O)(=O)N(CC(=O)N2CCC(C(N)=O)CC2)c2ccc(F)cc2)cc1 | 4 | -6 | -17 | -1.1 | 103 | 100 | 13 | 18 | 1
CCOC(=O)c1cc2sccc2n1CC(=O)Nc1ccc(OC)c(OC)c1 | -3 | -14 | -21 | -0.8 | 88 | 90 | -14 | -37 | 4
O=C1[C@H]2[C@@H](/C=C/c3ccccc3)N3C(=O)CN(CCO)C(=O)[C@@]3(Cc3ccccc3)[C@H]2C(=O)N1c1ccccc1 | -8 | -6 | -20 | -1.5 | 88 | 96 | 15 | -13 | 0
Brc1ccc(COn2ccnc2)cc1 | 9 | -5 | 0 | / | 112 | 104 | -4 | -19 | 4
Cc1nc2ccc(NC(=O)c3cccs3)cc2c(=O)n1Cc1ccc(Cl)cc1 | 7 | -13 | 3 | 6.2 | 103 | 108 | 40 | 28 | 3
O=C(CSc1ccccc1C(=O)O)NCC1CCCCC1 | -3 | -4 | -4 | -0.2 | 100 | 105 | 0 | 18 | 3
Cc1cc(C)nc(NC(=O)COc2cc(Cl)cc(Cl)c2)n1 | 5 | 3 | 0 | 0.3 | 101 | 100 | -8 | 6 | -1
O=C(COc1ccc2c3c(c(=O)oc2c1)CCCC3)N[C@@H](Cc1ccccc1)C(=O)O | -1 | -4 | -20 | -0.1 | 98 | 101 | 9 | 14 | 0
O=C(NC(=S)Nc1ccc(CN2CCCCC2)cc1)c1ccco1 | 16 | -4 | 2 | 0.5 | 106 | 100 | 0 | 37 | 9
CCOC(=O)CSc1nnc(Cn2c(=O)sc3ccccc32)n1C | -4 | -14 | -7 | 0.2 | 87 | 85 | 21 | -6 | 0

(next part)
SMILES | MEKK2 mut-MEK5 | GPR7 antagonist | DNA FID counter | OXTR agonist | MEKK2wt PB1 HTS | MEKK3 PB1 HTS | NALP1 yeast inh | PHOSPHO1 inh | PfM18AAP inh
CC(=O)Nc1ccc(NC(=O)CSc2nc3nc(C)cc(C)c3c(=O)[nH]2)cc1 | 1 | -1 | -22 | 0.6 | 105 | 105 | 20 | 1 | 0
CCOc1cc(CNCc2ccccn2)cc(Cl)c1OC | -3 | 1 | -6 | 0.7 | 96 | 87 | -1 | 41 | -5
O=C(N/N=C/c1ccc([N+](=O)[O-])o1)C1CC1 | / | 3 | -2 | -0.2 | / | / | -16 | 2 | -1
COC(=O)c1ccc(C2Nc3cccc4cccc(c34)N2)cc1 | -1 | -6 | 1 | -0.1 | 98 | 100 | -7 | 38 | 1
O=C(CCOc1ccccc1)Nc1ccnn1C1CCN(CCc2ccccc2)CC1 | 0 | 3 | 29 | 1.0 | 107 | 99 | 14 | 40 | 1
CCCS(=O)(=O)N1CCN(C(=O)c2cccnc2)CC1 | -1 | 1 | -4 | 0.2 | 103 | 103 | 19 | 24 | 2
